Glioma ERSR ind – ER stress response induction in glioma; U87-MG GRP78 promoter luciferase reporter, 16 h; Potency, µM, without a hit: at the highest dose activation, usual class: activators; 420,000 compounds, 0.02% hits; AID 602332; active = well fitted activation curve with a large enough effect; also: series mostly up to about 76 µM; % of control where 0% means no effect; nearly all actives have a fitted effect of over 35% in size
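Stably transfected U87-MG glioma cells carrying a GRP78-based luciferase sensor; 16 h compound incubation. Luminescence end-point read 10 min after Bright-Glo addition at room temperature.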
Starred values were filed as active, the others as inactive; & = joins results of further samples. Potency is read from the fitted curve at half-maximal effect.

| Molecule | Glioma ERSR ind |
| --- | --- |
| COc1ccc(CNc2ncnc3ccc(-c4cccc(NS(C)(=O)=O)c4)cc23)c(OC)c1 | -3.1% |
| O=C(c1cccc(F)c1F)N1CCOc2ccc(CN3CCN(Cc4ccccn4)CC3)cc2C1 | -2.0% |
| COc1ccc(OC2C(O)COC2/C=C/C#Cc2ccccc2)cc1 (centres undefined) | -3.5% |
| COc1ccccc1C1CN(Cc2ccccc2O)Cc2ccccc2O1 (centres undefined) | -2.4% |
| O=C1CCCCN1CCC(=O)N1CCOc2ccc(C(O)C3CCCCC3)cc2C1 (centres undefined) | -0.7% |
| CC(=O)SC1CC2=CC(=O)CC[C@@]2(C)C2CC[C@@]3(C)[C@@H](CC[C@@]34CCC(=O)O4)C12 (some centres undefined) | -3.8% |
| CN(C)c1ccc(-c2ccc3ncnc(NCc4ccccc4)c3c2)cc1 | -1.6% |
| COc1ccc2[nH]c(S(=O)Cc3ncc(C)c(OC)c3C)nc2n1 (centres undefined) | 3.1% |
| CN(C)[C@H]1C(=O)C(C(=O)NCN2CCCC2)=C(O)[C@]2(O)C(=O)C3=C(O)c4c(O)cccc4[C@@](C)(O)[C@H]3C[C@@H]12 | -4.8% |
| CC(C)=CCC/C(C)=C/CO/N=C1/C[C@@H](O)[C@@H](O)[C@@H]2[C@@H]3C(=O)N(Cc4ccc5c(c4)OCO5)C(=O)[C@H]3CC[C@@H]12 | -4.9% |
| COCC1CCCN(Cc2ccc3c(c2)CN(C(=O)c2cn4ccc(C)cc4n2)CCO3)C1 (centres undefined) | -3.3% |
| O=C(O)Cc1cccc(-c2cc(CCCCCCc3ccc(O[C@H]4O[C@H](CO)[C@@H](O)[C@H](O)[C@@H]4O)c(-c4cccc(CC(=O)O)c4)c3)ccc2O[C@H]2O[C@H](CO)[C@@H](O)[C@H](O)[C@@H]2O)c1 | -4.1% |
| O=c1c(-c2cccs2)nc2cnc(N3CCOCC3)nc2n1Cc1ccc(F)cc1 | 1.7% |
| CC1CN(Cc2cccn2-c2cccnc2)Cc2cc(Cl)ccc2O1 (centres undefined) | -3.8% |
| O=C(c1cn(C2CCCN(Cc3cc(Cl)ccc3O)C2)nn1)N1CCCCC1 (centres undefined) | -4.0% |
| Cn1cc(-c2nc3cncnc3n(C3CC3)c2=O)c2ccccc21 | -2.9% |
| COc1cc([C@@H]2CC(=O)c3c(O)cc(O)cc3O2)ccc1O | -5.5% |
| CSc1ccc(C(=O)N2CCc3c(cnc(C)c3CNC(=O)c3cncs3)C2)cc1 | -4.1% |
| CCNc1ncc2nc(-c3ccc(OC)cc3)c(=O)n(CCC#N)c2n1 | -6.3% |
| CCCCCCCCCCCCCC(=O)N[C@H](C)[C@@H](O)c1ccccc1 | -5.2% |
| O=S(=O)(c1ccccc1)N1CCC2(CCN(c3ccc(-c4ccccc4)cc3)CC2)CC1 | -5.3% |
| N#CCCn1c(=O)c(-c2ccc(Cl)cc2)nc2cnc(Oc3ccccc3)nc21 | -5.2% |
| O=C1C=CC(=O)c2c(O)c(Cl)c(Cl)c(O)c21 | -3.8% |
| CC(=O)Oc1c(C)cc(OCC(O)CNC(C)C)c(C)c1C (centres undefined) | -3.4% |
| O=C(CO)[C@@H](O)C(O)[C@@H](O)CO (some centres undefined) | -6.6% |

In a second layout: entries from further up.
> O=C(O)Cc1cccc(-c2cc(CCCCCCc3ccc(O[C@H]4O[C@H](CO)[C@@H](O)[C@H](O)[C@@H]4O)c(-c4cccc(CC(=O)O)c4)c3)ccc2O[C@H]2O[C@H](CO)[C@@H](O)[C@H](O)[C@@H]2O)c1
  Glioma ERSR ind: -4.1%
> CSc1ccc(C(=O)N2CCc3c(cnc(C)c3CNC(=O)c3cncs3)C2)cc1
  Glioma ERSR ind: -4.1%

Next structures:
| Molecule | Glioma ERSR ind |
| --- | --- |
| CCOc1nc2cccc(C(=O)O)c2n1Cc1ccc(-c2ccccc2-c2nn[nH]n2)cc1 | 14.1% |
| O=C(NCCc1c[nH]c2ccccc12)c1ccccc1O | 0.1% |
| O=C1OC(C2=CCCCC2)=NC12CC2 | -2.1% |
| COc1ncc2nc(-c3ccc(F)cc3)c(=O)n(C)c2n1 | -5.2% |
| Cc1ccc(CNc2nc(CN3CCNC(=O)C3)nc3ccccc23)o1 | 2.0% |
| CC(C)C[C@@H](C(=O)N[C@@H](Cc1c[nH]c2ccccc12)C(N)=O)N1C[C@]2(CCCN2C(=O)[C@H](Cc2ccccc2)NC(=O)[C@H](Cc2ccccc2)NC(=O)[C@H](CCC(N)=O)NC(=O)[C@H](CCC(N)=O)NC(=O)[C@@H]2CCCN2C(=O)[C@H](CCCCN)NC(=O)[C@@H]2CCCN2C(=O)[C@@H](N)CCCNC(=N)N)CC1=O | 0.3% |
| CC1=C2C(O)C(=O)OC3CC4C(C)(C)C(=O)C=C[C@]4(C)C(CC1)[C@@]23C (some centres undefined) | -5.7% |
| COCCn1c(=O)c(-c2cc(F)cc(F)c2)nc2cnc(Oc3ccc(OC)cc3)nc21 | -4.4% |
| CO[C@@H]1COC(=O)[C@H](C)NC(=O)C/C=C\[C@@H](C)[C@H](OC)COC(=O)[C@H](C)NC(=O)C/C=C\[C@H]1C | -3.9% |
| COc1cccc(-c2nc(N(C)C)c3ccccc3n2)c1 | 6.7% |
| CN(Cc1cc(Br)cc(Br)c1N)C1CCCCC1 | -6.3% |
| COc1ccccc1CCc1nc2ccccc2n1C1CCN(C(=O)c2cc(C)nn2C)CC1 | -4.6% |
| c1cncc(OC2CCN(Cc3ccc4c(c3)CN(Cc3nc5ccccc5s3)CCO4)CC2)c1 | -3.3% |
| C#CCn1c(=O)c2c(nc(/C=C/c3cccc(OC)c3)n2C)n(CCCO)c1=O | 2.0% |
| O=C(c1cccc(F)c1)N1CCC[C@@]2(CCN(Cc3ccccc3)C2)C1 | -1.8% |
| Cc1cnc(CNc2ccnc(-c3ccoc3)n2)cn1 | -2.6% |
| COc1ccc(/C=C/C(=O)NCC2Cc3cc(Cl)cc(-c4ncccn4)c3O2)cc1 (centres undefined) | -4.1% |
| Cc1cn([C@H]2CC(F)[C@@H](CO)O2)c(=O)[nH]c1=O (some centres undefined) | -2.9% |
| COC(=O)C/C=C\[C@@H](C)[C@@H](/C=N\OC[C@@H](C)[C@H](OCc1ccccc1)C(C)C)NS(=O)(=O)c1ccc(C)cc1 | -2.7% |
| COc1cccc(-c2nc3cc4c(cc3cc2CN(C(=O)c2csc(C)n2)C2CC2)CCC4)c1OC | -2.8% |
| O=c1c(CCc2ccccc2)nc2cncnc2n1Cc1ccc(F)cc1 | -4.0% |
| CC[N+](C)(CC)CCC[n+]1c(-c2ccccc2)c2cc(N)ccc2c2ccc(N)cc21 | -11.8%&-11.5% |
| O=C1CCC[C@H]2OC12[C@@H](O)CCc1ccccc1 (some centres undefined) | -3.2% |
| CC(=O)Oc1cc2c(s1)CCN(C(C(=O)C1CC1)c1ccccc1F)C2 (centres undefined) | -5.2% |
| COc1cc(=O)n2c(c1C(=O)N(C)Cc1nonc1C)CCN(Cc1cccc3ccccc13)CC2 | -4.6% |

Looked up by structure from the entries so far:
| Molecule | Glioma ERSR ind |
| --- | --- |
| O=C(c1cccc(F)c1)N1CCC[C@@]2(CCN(Cc3ccccc3)C2)C1 | -1.8% |
| CC[N+](C)(CC)CCC[n+]1c(-c2ccccc2)c2cc(N)ccc2c2ccc(N)cc21 | -11.8%&-11.5% |

Going on with the list.
| Molecule | Glioma ERSR ind |
| --- | --- |
| Cc1cccc2cc(CN(CC3CCCO3)C(=O)c3cccc(F)c3)c(N(C)C)nc12 (centres undefined) | -3.1% |
| C[C@@H]1OC(OC2CC[C@@]3(C)C(CC[C@@]4(C)C3CC=C3C5CC(C)(C)CC[C@]5(C(=O)OC5OCC(O)[C@@H](O)[C@@H]5OC5O[C@@H](C)[C@H](O[C@H]6OC(CO)C(O)C(O)C6O)C(O)C5O)C(O)C[C@@]34C)C2(C)C)C(O)C(O)[C@H]1OC1OCC(O)C(O)[C@H]1O (some centres undefined) | -11.5% |
| O=C1CCC[C@@H](C(C(=O)OCc2ccccc2)C(=O)OCc2ccccc2)C1 | -3.9% |
| CN1CCc2cc(O)c(O)cc2C1Cc1ccc(O)c(O)c1 (centres undefined) | 2.1% |
| COc1ccc(CN2CCC3(CC2)c2ccccc2[C@@H](NC(=O)c2ccco2)[C@@H]3OC)c(O)c1 | -0.8% |
| CSCC[C@H](NC(=O)[C@H](CCCN=C(N)N)NC(=O)[C@@H]1CCCN1C(=O)[C@H](Cc1ccccc1)NC(=O)[C@H](C)NC(=O)[C@H](CC(C)C)NC(=O)[C@H](Cc1ccc(O)cc1)NC(=O)[C@H](CC(N)=O)NC(=O)[C@@H](N)CCSC)C(N)=O | -2.2% |
| CO[C@H]1COC(=O)C/C=C\[C@H](C)[C@@H](NS(=O)(=O)c2ccc(C)cc2)COC(=O)C/C=C\[C@@H]1C | -4.5%&-4.3% |
| COc1cccc(Cn2c(=O)c(CCc3ccccc3)nc3cnc(N4CCNCC4)nc32)c1 | -5.2% |
| CC(C)(C)OC(=O)NC(NC(=O)OCC1c2ccccc2-c2ccccc21)C(=O)O (centres undefined) | -3.7% |
| CC(C)C[C@H](NC(=O)[C@H](CCc1ccccc1)NC(=O)CN1CCOCC1)C(=O)N[C@@H](Cc1ccccc1)C(=O)N[C@@H](CC(C)C)C(=O)[C@@]1(C)CO1 | -4.4% |
| CC(=O)OCC(=O)[C@@]1(O)CCC2C3CCC4=CC(=O)CC[C@]4(C)C3C(O)C[C@]21C (some centres undefined) | -2.2% |
| CCOC(=O)C1(O)Oc2cc(OC)cc(OC)c2C(=O)C1c1ccccc1 (centres undefined) | -1.8% |
| CN1CCN(c2ncc3nc(-c4ccccc4)c(=O)n(Cc4cccs4)c3n2)CC1 | 2.2% |
| Cc1c(C(=O)NCc2ccccc2Cl)sc2ncnc(NCC3CCCO3)c12 (centres undefined) | -6.6% |
| c1coc(-c2ccccc2CN2CCOc3ccc(CN4CCOCC4)cc3C2)c1 | -1.7% |
| C/C=C/C1Oc2ccc(OC)cc2N2C(=O)C(C)C(OCOC)C12 (centres undefined) | -1.7% |
| NC(=O)[C@@H]1CCCN1C(=O)c1cc(NC(=O)c2ccccc2)cc2ncn(C3CCCC3)c12 | -6.1% |
| CCN1C(=O)[C@H]2[C@H]3[C@H](O)[C@H](O)C/C(=N/O[C@@H]4O[C@@H](COC(C)=O)[C@@H](OC(C)=O)[C@@H](OC(C)=O)[C@H]4OC(C)=O)[C@@H]3CC[C@@H]2C1=O | -3.0% |
| C=CC[C@@H]1C=C[C@@H](O/N=C\[C@@H](OC)[C@H](C)/C=C\CC(=O)OC)[C@@H](CO)O1 | -6.3% |
| NCC1O[C@@H](OC2C(N)CC(N)C(O)C2O[C@@H]2OC(CO)C(O)C2O)C(N)C(O)C1O (some centres undefined) | -2.7% |
| COc1cc(O)c2c(=O)c(O)c(-c3ccc(O)c(O)c3)oc2c1 | 2.9%&-0.5% |
| COc1ccc(-n2c(=O)c(-c3ccccc3)nc3cncnc32)cc1 | -6.0% |
| CC(=O)OC1CCC2(C)C3=C(CCC2C1(C)C)[C@@]1(C)CCC(C(C)CCC=C(C)C)[C@@]1(C)CC3 (some centres undefined) | -1.8% |
| CN1CCN(c2ncc3ncc(=O)n(Cc4ccc(F)cc4)c3n2)CC1 | -4.2% |
| CCN[C@@H]1CN(CCCOC)S(=O)(=O)c2sc(S(N)(=O)=O)cc21 | -4.0% |

Exported with each value named: entries from further up.
SMILES: CO[C@H]1COC(=O)C/C=C\[C@H](C)[C@@H](NS(=O)(=O)c2ccc(C)cc2)COC(=O)C/C=C\[C@@H]1C
- Glioma ERSR ind: -4.5%&-4.3%
SMILES: CN1CCc2cc(O)c(O)cc2C1Cc1ccc(O)c(O)c1 (centres undefined)
- Glioma ERSR ind: 2.1%

(cont.)
| Molecule | Glioma ERSR ind |
| --- | --- |
| CC12C=CC(=O)C=C1[C@@H](F)CC1C2C(O)CC2(C)C1CC[C@]2(O)C(=O)CO (some centres undefined) | 1.2% |
| CCOC(=O)C1=NO[C@@]2(C=C(Br)C3(OCCCO3)[C@H]3O[C@H]32)C1 | -4.9% |
| COc1cc(=O)n2c(c1C(=O)N(C)Cc1nonc1C)CCN(C(=O)c1ccc(C)c(C)c1)CC2 | -1.2% |
| O=C(/C=C/c1ccc(O)cc1)c1ccccc1O | 8.9% |
| CCC1CN(Cc2c(C)nc3sccn23)Cc2cc(OC)ccc2O1 (centres undefined) | -4.1% |
| O=C(NCCc1ccccn1)c1cnn(-c2ncc3c(n2)-c2ccccc2CC3)c1C1CC1 | -1.2% |
| Cc1ccccc1-c1cc(-n2ccnc2)ncn1 | -1.9% |
| O=C(c1ccco1)N1CCC2(CC1)CCN(C(c1ccccc1)c1ccccc1)CC2 | -2.3% |
| COC(=O)[C@@H]1CCCN1Cc1ccc2c(c1)CN(Cc1ccccc1F)CCO2 | -5.2% |
| N#Cc1cccc(NC(=O)N2CCCC3(CCN(C(=O)c4cnccn4)CC3)C2)c1 | -3.4% |
| O=C1NC(=O)C(Cc2ccc(OCCN3COc4ccccc4C3=O)cc2)S1 (centres undefined) | 8.6% |
| CC(C)CC1OCCC=CC1C (centres undefined) | 2.1% |
| CCCCCCCCCCCCCCC(C(=O)O)C(O)(CC(=O)OC)C(=O)O (centres undefined) | 6.8% |
| COc1ccccc1CN1CCC2(CCC(CNC(=O)c3ccccc3N(C)C)O2)CC1 (centres undefined) | -3.5% |
| COC(=O)N1CCC2(CC1)CN(C(=O)Nc1ccc(OC)cc1)C2 | -1.5% |
| O=c1c(-c2cc(F)cc(F)c2)nc2cncnc2n1Cc1ccccc1 | -3.3% |
| COc1ccc(C(=O)CC(=O)c2c(O)cc(OC)cc2OC)cc1 | -4.2% |
| CC(=O)OCOC(c1ccc2ccccc2c1)P(=O)(OCOC(C)=O)OCOC(C)=O (centres undefined) | -4.6% |
| OCC1OC(c2ccc3c(c2)OCO3)C=CC1Oc1ccc(C2CCCC2)cc1 (centres undefined) | -4.8% |
| Cc1cccc(-c2cccc(-c3cc(=O)oc4cc5c(cc34)OCO5)c2)c1 | 5.3% |
| COc1ccccc1-c1cncnc1NCc1cccnc1 | -4.2% |
| C#C[C@]1(O)CC[C@@H]2[C@H]3CCC4=CC(=O)CC[C@H]4[C@H]3C(=C)C[C@@]21CC | -3.9% |
| COc1ccc(CN2CCCC(n3cc(C(=O)N4CCCCC4)nn3)C2)c(OC)c1C (centres undefined) | -4.2% |

Only part of the results is shown; the hit share may differ from the screen's.
